GLS inhibitor – inhibitors of human glutaminase (GLS); O94925; GLS enzymatic activity, qHTS titration; Potency, µM (top dose mostly 45.5 µM), inactives show at the highest dose activity change, negative = inhibition, most hits filed as inhibitors; 410,000 tested, 0.21% active; note: potency is the fitted concentration of half-maximal effect; % is set by controls: 0 for no effect and ±100 for the full control effect
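Read-out is an Amplex red fluorescence increase coupled through glutamate oxidase and HRP, measured before and after 30 min room-temperature incubation. hKGA is in 45 mM KH2PO4 (pH 8.2) with 0.02% Tween-20; glutamine added as 1mM solution.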
PI4K2A inh – PI4K2A (human) kinase inhibition; activity change, negative = inhibition, % at 76.9 µM; purified PI4K2A, ADP-Glo luminescence, 1 h; stronger effect = lower value; 420,000 tested, 0.13% active; Q9BTU6; in the data active = activity change below about -50%; inconclusive = mostly about -30% to -49%;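 note: -100% = wells without enzyme as full effect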
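Compounds are screened against recombinant PI4K2A using PI as substrate and ATP, the latter dispensed at 300 microM. Reactions run one hour at ambient temperature before ADP-Glo detection; full inhibition defined by wells lacking enzyme.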
G9a block – inhibitors of human histone lysine methyltransferase G9a; Q96KQ7; 350,000 tested, 8.8% active; AID 504332; G9a H3K9 monomethylation, AlphaScreen, 2 h; Potency, µM (top dose mostly 102 µM), inactives show at the highest dose activity, negative = inhibition, actives largely listed as inhibitors; note: potency is the fitted concentration of half-maximal effect; % is set by controls: 0 for no effect and ±100 for the full control effect; nearly all actives have a fitted effect of over 75% in size
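G9a (20 nM) was preincubated 15 min with compound, then reacted 2 h at room temperature with 500 nM biotin-H3K9 peptide and 20 µM SAM. Monomethyl-H3K9 detected by AlphaScreen using anti-H3K9me1 antibody.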
ERG-DNA inh – ERG Ets/DNA interaction inhibition | P11308 | fluorescence polarization, His-ERG Ets domain / labelled DNA | Potency, µM (doses to about 76.9 µM), for inactives: top-dose FP activity, negative = inhibition, hits mostly inhibitors | 370,000 tested, 0.028% active; active = well fitted inhibition curve with a large enough effect in the polarisation, with a control signal flat; inconclusive = small, poorly fitted or top-dose-only effect, or effect the other way, or a change in a side signal; inactive = no such curve, though single readings can be large or run the other way; the % refers to the polarisation;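 note: polarization taken with two DNA probes labelled with fluorescein and Texas red; potency is the fitted concentration of half-maximal effect; % of control where 0% means no effect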
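His-tagged ERG Ets domain (1 uM in the protein solution; 300mM KCl, 50mM Tris-HCl, 1mM EDTA, 1mM DTT, pH 7.5) received compound, then a probe mix of 5 nM fluorescein-DNA and 100nM Texas-615-DNA. Fluorescence polarization was read for both dyes.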
Pin1 inhibitor – inhibitors of human Pin1. AID 504891. Potency, µM (titrated, usually from 115 µM), for inactives: at the top dose activity, negative = inhibition, usual class: inhibitors. Q13526. 390,000 tested, 0.009% active. Pin1 FP peptide displacement, HiFluor488, 10 min; active = well fitted inhibition curve with a large enough effect in the polarisation, with a control signal flat, not every such curve was filed as active; inconclusive = small, poorly fitted or top-dose-only effect, or effect the other way, or a change in a side signal; inactive = no such curve, though single readings can be large or run the other way; the % refers to the polarisation; note: potency is the fitted concentration of half-maximal effect; % is set by controls: 0 for no effect and ±100 for the full control effect
BAZ2B inh – blocks human BAZ2B | Potency, µM (top dose mostly 114 µM), without a hit: top-dose activity change, negative = inhibition, most hits filed as inhibitors | 360,000 tested, 4.4% active | AlphaScreen BAZ2B-H3K14Ac peptide displacement; note: potency is the fitted concentration of half-maximal effect; % is set by controls: 0 for no effect and ±100 for the full control effect; nearly all actives have a fitted effect of over 60% in size
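AlphaScreen displacement of biotin-H3(5-23)K14Ac peptide (50 nM final) from BAZ2B (50 nM final) in PBS pH 7.4, 0.01% Tween-20; complex preformed 30 min RT, then compounds (top 110 uM) 30 min RT, beads 20 min dark.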
JMJD2A Tudor – JMJD2A Tudor domain (human) inhibition. O75164. AlphaScreen JMJD2A-Tudor / H3K4me3 peptide binding. Potency, µM (titrated, usually from 114 µM), for inactives: top-dose activity change, negative = inhibition, actives largely listed as inhibitors. 390,000 tested, 4.4% active. AID 504339; note: potency is the fitted concentration of half-maximal effect; % is set by controls: 0 for no effect and ±100 for the full control effect; nearly all actives have a fitted effect of over 50% in size
Target sequence (O75164 whole entry, looked up, the tested form may be a part): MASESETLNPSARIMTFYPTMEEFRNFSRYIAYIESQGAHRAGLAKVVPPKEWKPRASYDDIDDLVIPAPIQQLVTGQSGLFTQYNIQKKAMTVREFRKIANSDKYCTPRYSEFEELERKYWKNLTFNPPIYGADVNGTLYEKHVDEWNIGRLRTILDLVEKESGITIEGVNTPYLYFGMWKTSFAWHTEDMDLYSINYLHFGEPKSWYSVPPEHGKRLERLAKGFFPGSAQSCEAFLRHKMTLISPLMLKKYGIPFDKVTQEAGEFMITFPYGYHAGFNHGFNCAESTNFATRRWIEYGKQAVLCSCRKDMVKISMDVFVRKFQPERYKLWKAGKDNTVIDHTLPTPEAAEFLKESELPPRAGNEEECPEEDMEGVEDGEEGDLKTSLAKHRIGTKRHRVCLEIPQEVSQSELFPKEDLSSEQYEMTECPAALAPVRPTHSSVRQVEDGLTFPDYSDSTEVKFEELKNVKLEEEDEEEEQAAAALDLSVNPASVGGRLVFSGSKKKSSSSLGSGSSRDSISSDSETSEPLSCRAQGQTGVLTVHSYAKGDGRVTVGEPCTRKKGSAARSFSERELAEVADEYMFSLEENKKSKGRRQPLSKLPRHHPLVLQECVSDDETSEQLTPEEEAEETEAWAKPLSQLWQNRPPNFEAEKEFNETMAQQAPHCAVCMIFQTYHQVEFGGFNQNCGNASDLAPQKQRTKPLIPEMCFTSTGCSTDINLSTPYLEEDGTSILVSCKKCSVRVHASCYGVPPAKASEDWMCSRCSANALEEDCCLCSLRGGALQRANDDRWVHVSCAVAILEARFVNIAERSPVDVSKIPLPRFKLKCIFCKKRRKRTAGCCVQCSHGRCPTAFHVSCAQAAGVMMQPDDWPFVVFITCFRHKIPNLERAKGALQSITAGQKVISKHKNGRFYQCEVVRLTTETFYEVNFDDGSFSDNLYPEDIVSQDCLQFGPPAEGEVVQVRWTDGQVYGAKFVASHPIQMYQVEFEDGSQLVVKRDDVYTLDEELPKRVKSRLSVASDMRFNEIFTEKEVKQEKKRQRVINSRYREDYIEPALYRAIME
HP1b binding inh – inhibitors of HP1-beta chromodomain binding to methylated histone tails; P83916; AlphaScreen HP1-beta / biotin-H3K9me3 peptide binding; Potency, µM (top dose mostly 114 µM), for inactives: top-dose activity change, negative = inhibition, hits mostly inhibitors; 390,000 tested, 0.56% active; AID 540317; note: potency is the fitted concentration of half-maximal effect; nearly all actives have a fitted effect of over 70% in size; inactives centre near 23
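HP1-beta protein (50 nM final) preincubated 30 min at room temperature with biotinylated H3(1-18)K9me3 peptide (50 nM) in PBS pH 7.4, 0.01% Tween-20, then compound added for 30 min. AlphaScreen streptavidin donor/nickel chelate acceptor beads (10 ug/mL final), 30 min dark, luminescence read.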
PGK inhibitor – blocks T. brucei phosphoglycerate kinase. P07378. PGK/GAPDH coupled, Kinase-Glo luminescence, 60 min. Potency, µM (doses to about 57.5 µM), for the others: top-dose activity change, negative = inhibition, hits mostly inhibitors. 380,000 tested, 0.043% active. AID 602233; note: potency is the fitted concentration of half-maximal effect; % is set by controls: 0 for no effect and ±100 for the full control effect; nearly all actives have a fitted effect of over 60% in size
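Recombinant glycosomal PGK reaction used 1,3-bisphosphoglycerate generated in-well by GAPDH (100nM final) in 100mM TEA pH 7.6, 5mM MgCl2, 0.01% Tween-20. After 60 minutes at room temperature, ATP was read by Kinase-Glo Plus luminescence end-point.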
* marks the source's active call; other numbers are inactive results; i = inactive; ? = inconclusive; . = not tested or not shown; & = joins results of further samples; [ ] = remark or other dose. Unless noted, calls come from the whole dose curve; as a rule, active = well fitted curve in the direction sought with a large enough effect; inconclusive = small, poorly fitted or top-dose-only effect, or another doubt; inactive = no such curve, though single readings can be large; an effect the other way counts as inactive or inconclusive.

SMILES	GLS inhibitor	PI4K2A inh	G9a block	ERG-DNA inh	Pin1 inhibitor	BAZ2B inh	JMJD2A Tudor	HP1b binding inh	PGK inhibitor
O=C1c2ccccc2C(=O)c2cc(NC(=O)C3CC3)ccc21	0%	3	-67%	-4%	4%	-7%	-18%	3%	-2%
O=C(Cc1ccccc1)NN1C(=O)C2C3C=CC(C3)[C@@H]2C1=O (some centres undefined)	2%	6	13%[59 µM]	-12%	2%	5%	7%[57.1 µM]	37%	-3%
COc1ccc(N/N=C(\C#N)C(=N)N2CCOCC2)cc1	13%	1	28µM*	-1%	-1%	-31%	-31%	12%	-2%
COc1ccc(-c2nnc(SC(=O)N3c4ccccc4Sc4ccccc43)o2)cc1	1%	26	18µM*	.	18%	?	?	5%	-1%
COC(=O)c1cccc(COC(=O)c2ccccc2NC(=O)c2ccco2)c1	3%	4	-7%[12.7 µM]	6%	-1%	9%	-8%	17%	-5%
O=C(c1ccc(Cl)c(S(=O)(=O)N2CCCCC2)c1)N1CCCCC1	0%	3	12%	16%	5%	-1%	-19%	31%[activator]	i
COc1ccc([C@@H]2[C@H]3C(=O)N(c4cccc(C(F)(F)F)c4)C(=O)[C@H]3ON2C)cc1	10%	4	45µM*	-1%	-5%	14%	-3%	34%	6%
O=C1c2ccccc2-c2ccc(C(=O)N3CCCCC3)cc21	-13%	3	22%[12.7 µM]	10%	8%	?	-5%	28%	5%
CCOC(=O)c1ccc(NC(=O)Nc2ccc(S(N)(=O)=O)cc2)cc1	1%	-3	-8%[59 µM]	-2%	0%	-4%	-4%	27%	12%
O=C(C1=COCCO1)N1CCN(C(c2ccccc2)c2ccccc2)CC1	0%	4	?	7%	11%	-10%	-13%	23%	-7%
Cc1cccc(CCN(CC(=O)NC2CCCCC2)C(=O)c2csnn2)c1	8%	4	-5%	-8%	0%	-10%	-7%	15%	-5%
COc1cc(CN2CC(=O)N(c3cccc(Cl)c3C)C2=S)cc(OC)c1OC	9%	-2	10%[2.33 µM]	12%	2%	-11%	-12%	5%	4%
CCOC(=O)N1CCN(C(=O)CCn2c(=S)[nH]c3ccccc3c2=O)CC1	3%	-2	?	6%	-3%	-5%	-12%	30%	-8%
Cc1ccccc1-n1c(-c2ccc(=O)[nH]n2)n[nH]c1=S	-5%	2	18µM*	0%	6%	?	?	-2%	0%
COc1cc(C(=O)NCCC(c2ccccc2)c2ccccc2)cc(OC)c1OC	7%	-2	-5%	-1%	-3%	3%	-18%	16%	-12%
CC(C)CCOCc1nc2sc3c(c2c(=O)[nH]1)CCC(C)C3 (centres undefined)	0%	-1	5%[12.7 µM]	.	37%[activator]	7%	-17%	26%	.
CC(=O)Nc1ccc(S(=O)(=O)NCc2cn3c(C)csc3n2)cc1	0%	7	?	.	-1%	8%	3%	11%	.
CN(Cc1cn(-c2ccccc2)nc1-c1cc2ccccc2o1)C(=O)CCC(=O)O	-6%	3	-1%	-1%	-1%	-22%	32µM*	-23%	i
O=C(NN1C(=O)C2C3C=CC(O3)C2C1=O)c1ccncc1 (centres undefined)	3%	-1	45µM*	27%	2%	4%	-6%	30%	2%
CCOc1ccc(C2=Nc3ccccc3C(c3ccc(N4CCOCC4)cc3)=NN2)cc1	4%	4	.	11%	36%[activator]	2%	?	-10%	-10%
CCN1C(=NCc2ccc(OC)cc2)N[C@@H](c2ccccc2)[C@H](C(=O)OC)[C@H]1C	-1%	1	.	-3%	-13%	17%	?	20%	-2%
c1ccc(CSc2nnc(-c3ccccc3)c(-c3ccccc3)n2)cc1	3%	3	.	-6%	5%	.	2%	50%[activator]	-3%
O=C(O)c1cc(NC(=O)c2ccccc2F)cc(NC(=O)c2ccccc2F)c1	-1%	3	27%[59 µM]	-6%	1%	-16%	-16%	25%	-9%
CCOC(=O)c1c(NC(C)=O)sc(/C(C)=N/Nc2ccc(C(=O)O)cc2)c1C	36%[activator]	3	32µM*	0%	-3%	?	-33%	-8%	-5%
Cc1ccc(OCCNC(=O)c2cccc(Oc3ccc(C(F)(F)F)cc3[N+](=O)[O-])c2)cc1	-5%	4	-4%[59 µM]	-10%	-1%	-34%	-19%	2%	-7%
CCN(C(=O)C(C)N1C(=O)/C(=C/c2cccs2)SC1=S)C1CCS(=O)(=O)C1 (centres undefined)	-1%	4	45µM*	-4%	-8%	?	26%	38%	-5%
Cc1cccc(NC(=O)c2c(O)c3ccccc3[nH]c2=O)c1	0%	2	34%	-10%	1%	3%	5%	31%	-3%
COc1ccc(CN2CCC(c3nc4ccc(Cl)cc4[nH]3)CC2)cc1	10%	3	0%	11%	0%	-2%	-13%	15%	1%
CNC(=O)NC(=O)COC(=O)/C=C/c1cccc(Br)c1	1%	3	27%	-4%	8%	-1%	8%	29%	-4%
Cc1ccc(OCC(=O)Nc2ccc(S(=O)(=O)Nc3ccccn3)cc2)cc1	3%	2	-2%	13%	14%	-9%	-11%	34%	i
CN(Cc1ccc(F)cc1)Cc1nc(-c2ccccc2)no1	2%	2	156%[activator]	-3%	-4%	86%[activator]	36%	86%[activator]	-6%
O=C(CSc1ncc(-c2ccccc2)[nH]1)Nc1ccc(Cl)cc1	18%	0	?	-1%	16%	-34%	?	-1%	-4%
O=C(NC1CC(=O)N(c2ccc(F)cc2)C1)c1ccc(S(=O)(=O)N2CCCC2)cc1 (centres undefined)	-9%	2	-39%[59 µM]	4%	-9%	0%	-6%	0%	i
Cc1nn(-c2ccccn2)c2c1C(=O)C(Br)CC2 (centres undefined)	?	-8	1.3µM*	2%	2%	.	13µM*	?	8%
CSc1ncc(CN2CCN(C3CCN(C(C)C)CC3)C(CCO)C2)cn1 (centres undefined)	5%	2	?	10%	1%	-10%	?	15%	-2%
CCCc1cc(=O)n2nc(N3CCC(C(=O)Nc4cccc(C(C)=O)c4)CC3)sc2n1	0%	15	.	2%	-8%	-1%	-10%	39%[activator]	4%
O=c1c(Br)ccc(Br)cc1Br	32%	?	.	4%	-9%	.	-27%	-9%	2%
CCc1cccc(NC(=O)Cn2c(=O)n(CC3CCC(C(=O)NC)CC3)c(=O)c3sccc32)c1 (centres undefined)	0%	6	3%[59 µM]	-3%	2%	-4%	-20%	-9%	-8%
CC1(c2ccccc2Cl)NC(=O)N(CC(=O)N2CCc3ccccc3C2)C1=O (centres undefined)	-2%	1	-31%	-8%	-4%	7%	-26%	-14%	-3%
Cc1cc(C)n(-c2nc3c(c(=O)[nH]c(=O)n3C)n2Cc2ccccc2)n1	-9%	3	?	1%	-6%	9%	-5%	28%	-10%
CN(Cc1cccnc1)C(=O)c1cc(COc2ccc3c(c2)CCCC3)on1	8%	0	-3%	-2%	-1%	-26%	-28%	12%	-9%
Cc1cc(C(=O)COC(=O)/C=C/c2cccc(F)c2)c(C)n1C	-4%	2	?	-4%	-1%	7%	-7%	-21%	9%
O=C(CN1C(=O)C(=O)N(Cc2ccccc2)C1=O)Nc1ccc(F)c(Cl)c1	1%	6	-4%	3%	0%	.	-3%	39%[activator]	-1%
CCn1c(SCC(=O)Nc2nonc2C)nnc1-c1ccco1	-2%	-1	-38%[0.0925 µM]	-7%	0%	0%	-9%	44%[activator]	-1%
Cc1ccc(C)c(NS(=O)(=O)c2cc(C(=O)Nc3ccccc3-c3ccccc3)ccc2Cl)c1	7%	0	15%[59 µM]	.	6%	-5%[57.1 µM]	-24%	3%	-5%
Cc1ccc(S(=O)(=O)N2CCCCC2)cc1NC(=O)c1cccnc1	18%	1	-32%	15%	-5%	24%	-8%	11%	8%
CCC(C)NC(=O)/C=C1\Sc2ccccc2NC1=O (centres undefined)	4%	2	15%	-1%	2%	12%	-6%	30%	2%
FC(F)(Cl)c1nnc2ccc(Cl)nn12	9%	-13	-2%	1%	-6%	-16%	-1%	31%	3%
O=C(O)c1ccc(CNS(=O)(=O)c2ccc3ccccc3c2)cc1	-3%	2	-42%	2%	-10%	-1%	-2%	27%	-5%
O=C(CCCN1C(=O)NC2(CCCC2)C1=O)N1CCN(S(=O)(=O)c2ccccc2)CC1	0%	5	?	7%	0%	1%	-13%	16%	-1%
CN(CCCC(=O)Nc1ccccc1F)S(=O)(=O)c1ccc(F)cc1	-1%	-17	0%	-3%	1%	4%	0%	31%	6%
Cc1cc(=O)c2cc(C(=O)Nc3ccc(C)c(C)c3)ccc2[nH]1	-7%	0	?	1%	-6%	-1%	-10%	48%[activator]	2%
Cc1cc(OCC(=O)N(C)C2CCCCC2)cc(C)c1Cl	-1%	1	6%[59 µM]	0%	?	3%	14%	71%[activator]	1%
COc1ccc(NS(=O)(=O)c2nnc(NC(=O)c3ccccc3F)s2)cc1	19%&24%	-2&-4	-29%[59 µM]	2%&-3%	?	?	-5%&-21%	49%&8%[activator]	0%

By substructure: those above with a CF3 group (2)
SMILES	GLS inhibitor	PI4K2A inh	G9a block	ERG-DNA inh	Pin1 inhibitor	BAZ2B inh	JMJD2A Tudor	HP1b binding inh	PGK inhibitor
COc1ccc([C@@H]2[C@H]3C(=O)N(c4cccc(C(F)(F)F)c4)C(=O)[C@H]3ON2C)cc1	10%	4	45µM*	-1%	-5%	14%	-3%	34%	6%
Cc1ccc(OCCNC(=O)c2cccc(Oc3ccc(C(F)(F)F)cc3[N+](=O)[O-])c2)cc1	-5%	4	-4%[59 µM]	-10%	-1%	-34%	-19%	2%	-7%

Screening data: PubChem BioAssay, National Center for Advancing Translational Sciences (NCATS)
